# High-throughput results (PubChem)
# BRCA1 expr act = qHTS Assay to Identify Small Molecule Activators of BRCA1 Expression; MCF7-BRCA1-FFLuc reporter, luminescence, 48 h; response scale: scaled: vehicle 0%, 10 µM genistein 100%; Potency, µM (highest dose often 46.1 µM), for inactives: top-dose activation, most hits filed as activators; 380,000 tested, 1.1% active; AID 624202, 2012; also: nearly all actives have a fitted effect of over 80% in size; some results filed as inactive show a strong effect at the top dose
#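 48 h compound treatment of MCF7-BRCA1-FFLuc cells (phenol-red free MEM, 37 °C), then 15 min with luciferase substrate and luminescence imaging.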
# ELG1 genotoxic = qHTS screen for small molecules that induce genotoxicity in human embryonic kidney (HEK293T) cells expressing luciferase-tagged ELG1 | HEK293T ELG1-luciferase reporter, luminescence, 16 h | Potency, µM (top dose mostly 46 µM), for inactives: at the highest dose activity change, positive = activation, most hits filed as activators | 330,000 tested, 1.3% active; also: % of control where 0% means no effect; nearly all actives have a fitted effect of over 60% in size
#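 Luminescence read-out: rising ELG1-luciferase signal, reflecting elevated ELG1 protein under genetic stress, flags genotoxic compounds. Cells were treated for 16 hr at 37 °C before ONE-Glo detection.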
# NPC1 promoter act = qHTS Assay for NPC1 Promoter Activators | Huh7 NPC1 promoter luciferase reporter, 24 h | Potency, µM (highest dose often 9.22 µM), inactives show top-dose activation, usual class: activators | AID 485313, 2010 | 320,000 tested, 2.4% active;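 also: % of control where 0% means no effect; nearly all actives have a fitted effect of over 60% in size; reporter is driven by a mutant NPC1 promoter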
#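 Cells: Huh7 expressing luciferase under the NPC1 promoter, 1500/well. Seeded 2 h, compound added, incubated 24 h at 37 °C. Luciferase reagent, 10 min ambient, then luminescence.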
# Rab9 prom act = qHTS Assay for Rab9 Promoter Activators; 320,000 tested, 2.8% active; Potency, µM (doses to about 9.22 µM), without a hit: at the top dose activation, negative = inhibition, usual class: activators; Huh7 Rab9 promoter-luciferase reporter, luminescence, 24 h; AID 485297, 2010; also: % of control where 0% means no effect; nearly all actives have a fitted effect of over 60% in size
#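 Cell-based reporter: Huh7 stable for Rab9 promoter-driven luciferase, plated in reduced-serum medium with 10% FBS at 1500 cells/well, compound-treated 24 h at 37 °C, luminescence read after 10 min reagent.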
# FLuc counter = qHTS profiling assay for firefly luciferase inhibitor/activator using purifed enzyme and Km concentrations of substrates (counterscreen for miR-21 project); Luciferin 4-monooxygenase (Photinus pyralis), P08659; purified FLuc, Km substrates, luminescence inhibition; Potency, µM (series often up to 57.5 µM), for inactives: top-dose activity change, negative = inhibition, actives largely listed as inhibitors; 360,000 tested, 6.9% active;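 also: plate controls were vehicle for no effect and reference inhibitor for full effect; nearly all actives have a fitted effect of over 55% in size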
#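 Biochemical qHTS of compounds, final roughly 60 µM downward over six points, against 10 nM purified firefly luciferase using Km concentrations of substrates (10 uM D-luciferin, 10 uM ATP) in Tris acetate pH 7.5 buffer; luminescence output.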
# VP16 counter = VP16 counterscreen qHTS for inhibitors of ROR gamma transcriptional activity; Drosophila S2 Gal4-VP16 UAS-luciferase, luminescence, 20 h; Potency, µM (series often up to 53.6 µM), for inactives: top-dose activity, negative = inhibition, usual class: inhibitors; 310,000 tested, 3.5% active;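 also: Gal4-VP16 expression switched on by copper sulfate through the metallothionein promoter; % is scaled to controls: 0 for no effect and ±100 for the full control effect; nearly all actives have a fitted effect of over 50% in size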
# MBNL1-CUG inh = qHTS Assay for Inhibitors of MBNL1-poly(CUG) RNA binding | Muscleblind-like protein 1 (Homo sapiens), Q9NR56 | TR-FRET MBNL1-His/biotin-(CUG)12 binding, 665/545 ratio | Potency, µM (top dose mostly 57.5 µM), for inactives: top-dose activity change, negative = inhibition, actives largely listed as inhibitors | 280,000 tested, 0.036% active | AID 2675, 2010; active = well fitted inhibition curve with a large enough effect in the signal ratio, with a control signal flat, not every such curve was filed as active; inconclusive = small, poorly fitted or top-dose-only effect, or effect the other way, or a change in a side signal; inactive = no such curve, though single readings can be large or run the other way; the % refers to the signal ratio; also: % is scaled to controls: 0 for no effect and ±100 for the full control effect
# Target sequence (Q9NR56 whole entry, looked up): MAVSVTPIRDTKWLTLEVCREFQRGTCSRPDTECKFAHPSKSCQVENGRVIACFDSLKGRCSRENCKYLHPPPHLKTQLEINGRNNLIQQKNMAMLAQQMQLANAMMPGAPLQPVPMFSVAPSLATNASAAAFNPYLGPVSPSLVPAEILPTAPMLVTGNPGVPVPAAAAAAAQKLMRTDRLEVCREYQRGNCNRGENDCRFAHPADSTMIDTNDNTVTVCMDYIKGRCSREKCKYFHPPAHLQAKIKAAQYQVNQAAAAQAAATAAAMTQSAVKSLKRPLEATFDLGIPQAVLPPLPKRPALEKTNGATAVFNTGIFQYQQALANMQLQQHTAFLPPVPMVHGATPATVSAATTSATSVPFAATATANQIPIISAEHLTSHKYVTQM
#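 Compound titration spanned 92 nM–58 uM against the MBNL1-His/biotin-(CUG)12 complex. After 60 min at room temperature with 5 nM streptavidin-XL665 and 0.055 ng/ul terbium anti-His, ratiometric 665/545 nm emission (Ex 340 nm) normalized to controls.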
# p53 reactivator = qHTS assay for re-activators of p53 using a Luc reporter | H1299 p53-A138V BP100-luciferase reporter, luminescence, 24 h | Potency, µM (top dose mostly 92.2 µM), inactives show at the top dose activity change, positive = activation, usual class: activators | 320,000 tested, 0.063% active | AID 504706, 2011; also: % of control where 0% means no effect; nearly all actives have a fitted effect of over 45% in size
#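 H1299 (p53-null), stable ts p53-A138V + BP100-Luc; 1000 cells/well, Opti-MEM/10% FBS; cpd 4 pt, 1:5; 24 h, 37 deg C, 5% CO2; detection reagent 10 min RT; luminescence.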
# uPA surface inh = qHTS for Inhibitors of Cell Surface uPA Generation | cell surface uPA generation assay, qHTS | Potency, µM (series often up to 38.3 µM), for the others: top-dose activity change, negative = inhibition, hits mostly inhibitors | 330,000 tested, 0.31% active | AID 540303, 2011; active = well fitted inhibition curve with a large enough effect; inconclusive = small, poorly fitted or top-dose-only effect; inactive = no such curve, though single readings can be large or run the other way; tested in mouse RAW 264.7 cells; also: % is scaled to controls: 0 for no effect and ±100 for the full control effect; nearly all actives have a fitted effect of over 55% in size
# RORg inh = qHTS for inhibitors of ROR gamma transcriptional activity; 310,000 tested, 5.4% active; AID 2551, 2010; Drosophila S2 Gal4-RORgamma UAS-luciferase reporter, 20 h; Potency, µM (doses to about 53.6 µM), for inactives: at the highest dose activity change, negative = inhibition, most hits filed as inhibitors; also: % is scaled to controls: 0 for no effect and ±100 for the full control effect; nearly all actives have a fitted effect of over 60% in size
# Target sequence (P51450 whole entry, looked up, the tested form may be a part): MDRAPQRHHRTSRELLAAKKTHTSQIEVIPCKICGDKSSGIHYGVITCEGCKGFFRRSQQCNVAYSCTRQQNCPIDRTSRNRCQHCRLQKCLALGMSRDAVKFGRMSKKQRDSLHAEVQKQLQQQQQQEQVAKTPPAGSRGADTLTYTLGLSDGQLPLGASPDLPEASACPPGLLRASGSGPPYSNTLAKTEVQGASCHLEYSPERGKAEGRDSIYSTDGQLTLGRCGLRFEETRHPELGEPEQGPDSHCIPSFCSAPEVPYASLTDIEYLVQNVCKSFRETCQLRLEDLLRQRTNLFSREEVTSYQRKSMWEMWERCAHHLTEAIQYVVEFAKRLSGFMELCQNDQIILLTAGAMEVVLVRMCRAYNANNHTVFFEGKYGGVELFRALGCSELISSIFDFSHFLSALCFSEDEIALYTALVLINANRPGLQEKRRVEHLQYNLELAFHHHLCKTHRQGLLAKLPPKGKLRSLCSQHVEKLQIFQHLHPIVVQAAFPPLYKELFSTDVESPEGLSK
#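 Drosophila S2 cells stably expressing Gal4-DBD/mouse RORγ fusion under metallothionein promoter plus UAS-luciferase; compound 1 h, then 700 uM CuSO4 induction for 20 h at ambient temperature; inhibition read as reduced luminescence.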
# * hit, by the source's call; ? = inconclusive; nt = not tested or not shown; [ ] = dose if it differs, or a comment. Unless noted, calls follow the shape of the dose curve; as a rule, active = well fitted curve in the direction sought with a large enough effect; inconclusive = small, poorly fitted or top-dose-only effect, or another doubt; inactive = no such curve, though single readings can be large; an effect the other way counts as inactive or inconclusive. Potency is read from the fitted curve at half-maximal effect.
SMILES,BRCA1 expr act,ELG1 genotoxic,NPC1 promoter act,Rab9 prom act,FLuc counter,VP16 counter,MBNL1-CUG inh,p53 reactivator,uPA surface inh,RORg inh
CC1C/C(=N/Nc2nc3ccccc3[nH]2)CC(C)(C)C1 (stereo not given),-30.8%,1.2%,-2.5%,1.3%,?,8.91µM*,?,2.2%,-16.0%,3.16µM*
CS(=O)(=O)c1ccc(-c2cn3cc(C(=O)O)ccc3n2)cc1,-32.5%,-7.5%,1.0%,-1.9%,2.69µM*,10µM*,-2.4%,-2.3%,-5.7%,7.94µM*
O=C(Nn1c(=O)[nH]c2ccsc2c1=O)c1ccccc1,16.4%,-1.3%,1.6%,-2.0%,0.1%,1.7%,1.6%,0.5%,3.3%,-0.7%
Cc1ccccc1-c1nnc(-c2ccccc2)o1,22.4%,9.2µM*,?,3.16µM*,6.75µM*,-8.0%,0.3%,?,-6.8%,29.4%
COc1ccc(NS(=O)(=O)c2ccc(NC(=O)c3ccccn3)cc2)cc1,-1.2%,-0.2%,-4.9%,-12.0%,-1.9%,nt,nt,4.7%,-8.6%,nt
Cn1cc(C(=O)N/N=C/c2ccc(Br)c([N+](=O)[O-])c2)c2ccccc21,-94.7%,?,-0.4%,-3.8%,0.3%,2.5%,-9.6%,7.2%,-1.6%,-0.3%
O=C(ONC1=NCCCCC1)c1c(F)cccc1F,-8.1%,4.3%,-0.1%,-2.5%,2.6%,-17.7%,1.7%,25.2%,-8.7%,?
O=C(CN1CCN(S(=O)(=O)c2ccc(F)cc2)CC1)c1ccc(O)c(O)c1,1.3%,-9.4%,-27.5%,-12.1%,-6.6%,4.5%,-6.6%,6.6%,-6.7%,-18.6%
CCN(CC)C(=O)CC(c1ccccc1)c1ccco1 (stereo not given),0.9%,1.5%,-1.8%,0.2%,0.4%,-10.1%,0.0%,1.9%,nt,6.2%
O=C1CCc2cc(NS(=O)(=O)c3ccccc3)cc3c2N1CCC3,-45.7%,0.0%,-0.3%,-0.5%,2.8%,nt,nt,-5.7%,-0.9%,nt
COc1ccc(Cc2nc3ccc(C(=O)NCCc4ccccn4)cc3o2)cc1OC,35.1%,-2.6%,1.6%,4.1%,-6.3%,-1.2%,15.7%,-9.6%,-11.7%,33.3%
Cc1nc2sc(C(c3ccccc3)N3CCN(C(=O)c4ccco4)CC3)c(O)n2n1 (stereo not given),11.8%,5.2%,-0.5%,1.7%,-1.7%,5.3%,-14.0%,-8.9%,2.5%,-12.6%
COc1cccc(-c2nnc3n2N=C(C(C)(C)C)CS3)c1,-90.7%[inhibitor],-18.1%,25.6%,-2.6%,-1.5%,?,-1.0%,16.7%,-12.6%,-14.5%
Cc1ccc(OCCNC(=O)Cc2ccc(F)cc2)cc1,2.6%,1.3%,-2.0%,-2.4%,-1.1%,-13.9%,-0.7%,-3.1%,15.5%,7.3%
Cc1cc(N2CCN(C)CC2)nc2ccc(NC(=S)N3CCOCC3)cc12,2.2%,0.5%,0.7%,1.7%,-1.4%,-2.4%,-0.4%,9.7%,1.9%,20.9%
NC(=O)C1CCN(C(=O)CC(c2ccccc2)c2ccccc2)CC1,-13.5%,-3.3%,1.0%,-0.7%,-0.3%,5.9%,-3.5%,12.3%,2.6%,0.3%
COC(=O)c1cnn(-c2ccc(Cl)cc2)c1/C=N/NC(N)=S,-59.2%,-11.0%,-6.9%,-20.1%,-1.2%,?,nt,4.3%,-5.6%,-38.4%
C/C(Nc1ccc(C)cc1)=C(/C#N)C(N)=O,35.2%,10.7%,2.3%,19.2%,-6.6%,-13.1%,4.6%,6.3%,nt,34.1%
Nc1nc(N)c2[nH]c(-c3ccccc3)nc2n1,?,?,18.5%,18.7%,?,-3.3%,-1.3%,-5.7%,-3.9%,9.2%
C[C@H](CO)N1C[C@H](C)[C@@H](CN(C)Cc2ccccc2)Oc2c(NC(=O)C3CCCCC3)cccc2C1=O,-53.3%,-6.0%,nt,nt,nt,nt,nt,3.0%,-5.6%,nt
Cc1cc(C(=O)Nc2cccc(C)c2C)c2ccccc2n1,-13.2%,-4.5%,-9.0%,-3.0%,-1.3%,-0.6%,2.0%,nt,-11.9%,15.8%
CCOC(=O)c1cc(-c2csc(-c3ccc(C(F)(F)F)cc3)n2)on1,2.1%,2.6%,-4.4%,-1.6%,5.1%,1.2%,nt,1.1%,6.5%,4.1%
O=C1CCC(C(=O)OCc2nnc(-c3ccc(Cl)cc3)o2)=NN1,14.2%,17.9%,0.1%,-4.4%,-18.4%,nt,nt,-1.0%,2.5%,nt
O=C(NCC1CCCO1)c1cc2c(s1)CCC2 (stereo not given),?,?,29.0%,?,?,-14.9%,5.7%,2.9%,-2.0%,9.8%
CNS(=O)(=O)c1cc(Br)ccc1S(=O)c1ccccc1C(=O)O (stereo not given),71.9%,0.2%,1.8%,-0.5%,1.0%,-0.1%,nt,-0.6%,2.6%,-16.2%
COc1ccc(N(CC(=O)N2CC=C(c3ccccc3)CC2)S(=O)(=O)c2c(C)noc2C)cc1,-27.0%,-13.6%,-0.6%,-5.7%,0.1%,-4.4%,-2.1%,-4.4%,13.0%,10.8%
COc1ccc(-n2nc(C)cc2Nc2ccccc2C(=O)O)cc1,12.9%,-2.4%,0.1%,-8.2%,2.0%,0.3%,-6.5%,-4.0%,3.5%,0.9%
Cn1c(CO)cnc1SCc1ccccc1,52.0%,12.2%,11.1%,15.6%,-16.7%,1.6%,1.5%,11.3%,1.4%,17.6%
CCN(CC)CCNC(=O)C(=O)Nc1ccc2c(c1)N(S(=O)(=O)c1cccs1)CCC2,-53.9%,8.1%,0.5%,-2.2%,1.0%,nt,nt,-3.7%,5.9%,nt
COc1ccc(-c2c(-c3cc(OC)cc(OC)c3)n(C)c3ccc(-c4ccn[nH]4)cc23)cc1,-66.4%,-3.2%,-5.1%,-4.6%,-0.4%,nt,nt,-10.2%,-13.4%,nt
Cc1ccc(-c2nnn(C/C(N)=N/O)n2)cc1,18.6%,?,-35.5%[inhibitor],-37.4%[inhibitor],-14.4%,2.82µM*,-9.6%,13.0%,8.1%,2.82µM*
CCNC(=O)n1cc(-n2cncn2)c(-c2ccccc2)n1,2.1%,-2.8%,-5.1%,-0.5%,0.3%,6.6%,-8.8%,-2.0%,-2.7%,1.4%
CNc1nc(-c2ccc3c(c2)CCN3C(=O)c2ccccc2F)cs1,?,?,1.58µM*,0.562µM*,1.51µM*,1.1%,18.1%,10.7%,?,-35.8%
O=C(NCc1nc2ccccc2[nH]1)C1=C[C@@H](c2csc3ccccc23)C[C@@H](OCCCCO)O1,-28.6%,-10.3%,-7.9%,-1.0%,-5.9%,12.6%,6.4%,-5.0%,-26.3%,0.5%
CCOc1ccccc1Oc1coc2cc(O)ccc2c1=O,23.5%,3.7%,14.6%,15.5%,-11.1%,11.4%,-2.2%,?,-1.5%,17.0%
CC1CCN(C(=O)CNC(=O)CNS(=O)(=O)c2ccccc2)CC1,2.6%,-1.2%,-4.3%,2.4%,5.3%,6.1%,-4.3%,nt,-1.4%,-1.1%
Cc1cccc(C(=O)NC2CC3CCCC(C2)N3C(=O)NC2CCCCC2)c1 (stereo not given),-15.4%,1.8%,-1.6%,-4.3%,4.9%,2.0%,-5.2%,1.8%,-3.4%,-12.7%[10 µM]
COc1cc(-c2noc(C)c2C#Cc2ccc(N)cc2)cc(OC)c1OC,-73.2%,?,-1.6%,-0.9%,-1.6%,4.0%,-2.4%,12.1%,?,18.6%
O=C(N/N=C\c1ccc(F)cc1)c1ccc(Cn2cc(Br)c([N+](=O)[O-])n2)o1,-16.1%,3.2%,3.7%,-3.4%,21.3µM*,-3.3%,19.6%,6.8%,-0.6%,?
CCn1cc(C(=O)N2CCN(Cc3ccc4c(c3)OCO4)CC2)c(=O)c2ccc(C)nc21,-6.6%,-3.1%,-0.1%,0.2%,1.9%,-7.5%,-7.4%,-3.6%,0.9%,19.1%
Cn1ccnc1SCC(=O)N1CCN(S(=O)(=O)c2ccccc2)CC1,-25.2%,-1.2%,-4.4%,-0.3%,-1.6%,0.7%,-1.7%,-4.6%,-11.1%,9.3%
COCCCN(C(=O)c1cc(-c2ccco2)nc2ccccc12)c1c(N)n(Cc2ccccc2)c(=O)[nH]c1=O,30.9%,-3.3%,-1.4%,-1.1%,-0.7%,nt,nt,1.0%,-0.5%,nt
COc1ccc(N2CS(=O)CC2=O)cc1 (stereo not given),-17.7%,3.6%,-2.6%,-14.3%,-0.5%,-0.8%[10 µM],-10.6%,0.3%,8.2%,7.7%
